# High-throughput results as filed in PubChem BioAssay.
# Lipid storage S3: qHTS Assay for Lipid Storage Modulators in Drosophila S3 Cells | Drosophila S3 cells, BODIPY lipid droplet fluorescence, 18-24 h; cells fed with added oleic acid | lipid storage change, negative = inhibition, % at the top dose, mostly 46.1 µM; hits show Potency in µM | 320,000 tested, 0.64% active; active = well fitted inhibition curve with a large enough effect in the signal ratio, with a control signal flat, not every such curve was filed as active; inconclusive = small, poorly fitted or top-dose-only effect, or effect the other way, or a change in a side signal; the % refers to the signal ratio
#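 Laser-scanning cytometry quantifies lipid droplet accumulation (500–530 nm total intensity; droplet/cell object ratio) in oleic acid-fed (400 uM added) Drosophila S3 cells treated with a concentration series. 20 uM Triacsin C defined 100% inhibition.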
# Lipid storage S3 cell count max: further read-out of Lipid storage S3, marked with its call; cell number change, %; measured here: cell count max response;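 cells counted by Cell Tracker Red CMTPX staining in the red channel; peak over a dose series mostly up to 46.1 µM; percent activity relative to internal control wells on each plate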
# * = called active by the depositor; i = inactive; ? = inconclusive; . = not tested or not shown; [ ] = dose if it differs, or a comment. % is set by controls: 0 for no effect and ±100 for the full control effect; potency is the fitted concentration of half-maximal effect. The list is partial, so the mix of outcomes need not match the whole.
# Start of the listing, in advance (7 entries):
mol | Lipid storage S3 | Lipid storage S3 cell count max
COCCN1C(=O)/C(=C/c2ccc(OCc3ccc(C(=O)O)cc3)c(OC)c2)SC1=Nc1ccccc1 | 1% | -7
COCc1nc2ccccc2n1CCc1ccccc1 | ? | .
CCOC(=O)c1c(C)[nH]c(C(=O)Cn2c(=O)c3c(ncn3CC)n(Cc3ccccc3)c2=O)c1C | 0% | 1
NCC1CC2c3ccccc3C1c1ccccc12 (stereo not drawn) | ? | .
Cc1ccc2nc(SCC(=O)NC3CCCC3)[nH]c2c1 | ? | .
CC1CCN(C2=NN3C(=N)/C(=C\c4ccc(OC(=O)c5ccco5)cc4)C(=O)N=C3S2)CC1 | 9% | 5
O=c1c2sccc2[nH]c(=S)n1Cc1ccccc1 | 8% | 15

# All compounds of this part, from the first entry:
mol | Lipid storage S3 | Lipid storage S3 cell count max
COCCN1C(=O)/C(=C/c2ccc(OCc3ccc(C(=O)O)cc3)c(OC)c2)SC1=Nc1ccccc1 | 1% | -7
COCc1nc2ccccc2n1CCc1ccccc1 | ? | .
CCOC(=O)c1c(C)[nH]c(C(=O)Cn2c(=O)c3c(ncn3CC)n(Cc3ccccc3)c2=O)c1C | 0% | 1
NCC1CC2c3ccccc3C1c1ccccc12 (stereo not drawn) | ? | .
Cc1ccc2nc(SCC(=O)NC3CCCC3)[nH]c2c1 | ? | .
CC1CCN(C2=NN3C(=N)/C(=C\c4ccc(OC(=O)c5ccco5)cc4)C(=O)N=C3S2)CC1 | 9% | 5
O=c1c2sccc2[nH]c(=S)n1Cc1ccccc1 | 8% | 15
CC(C)NC(=O)C1CCN(C2CCN(C(=O)c3cc4c(s3)CCCCC4)CC2)CC1 | ? | .
COc1ccccc1/C=C(\C)C(=O)c1c(C)cc(C)[nH]c1=O | 14% | 6
CCOC(=O)N1CCC(N(C(=O)Nc2ccc(Cl)c(Cl)c2)C(C)CC)CC1 (stereo not drawn) | i | .
COc1ccc(-c2cn[nH]c2-c2ccc(OCc3ccccc3)cc2O)cc1 | ? | .
CCCN1CCC(NC(=S)Nc2ccc(C(=O)OCC)cc2)CC1 | -2% | 2
CN(c1cccc(Cl)c1)S(=O)(=O)c1cccc(C(=O)Nc2ccc3c(c2)CCC3)c1 | ? | .
CC(C)C(=O)Nc1ccc(NC(=O)c2ccco2)cn1 | ? | .
COc1cc(C(=O)Nc2ccc(S(=O)(=O)Nc3cnc4ccccc4n3)cc2)cc(OC)c1OC | ? | .
Nc1nnc(SC2CC(=O)N(c3ccccc3)C2=O)s1 (stereo not drawn) | ? | .
S=C(NN=C(C1CC1)C1CC1)Nc1ccccc1 | 0% | -17
CCOc1ccccc1OCC(=O)OCC(=O)NNC(=O)c1ccc([N+](=O)[O-])cc1 | ? | .
COc1ccc(C(CNC(=O)CCNS(=O)(=O)c2ccc(Br)cc2)N2CCCC2)cc1 (stereo not drawn) | ? | .
C/C(Cc1nnn(-c2cc(C)on2)n1)=N\O | -12% | 6
COC(=O)C1=C(C(=O)OC)C(c2cc(Cl)ccc2O)c2sc(=O)[nH]c2S1 (stereo not drawn) | 4% | -2
Cc1ccc(S(=O)(=O)Cc2ccc(C(=O)O)o2)cc1 | ? | .
C=C(C)c1cccc(C(C)(C)NC(=O)Nc2cccnc2)c1 | -8% | -16
N#Cc1cc2c(nc1SCc1ccncc1)CCC2 | i | .
O=S(=O)(/N=S1/CC=CCN1S(=O)(=O)c1ccccc1)c1ccccc1 (stereo not drawn) | ? | .
COc1cc(C2C3C(=O)N(Cc4ccccc4)C(=O)C3ON2c2ccccc2)cc(OC)c1O (stereo not drawn) | ? | .
CCc1ccccc1N1C(=O)c2cccc3c(N4CCOCC4)c([N+](=O)[O-])cc(c23)C1=O | ? | .
COc1ccccc1-n1c(-c2ccco2)n[nH]c1=S | ? | .
O=C(NCCc1ccccn1)c1cccc(S(=O)(=O)N2CCc3ccccc32)c1 | ? | .
Cc1cccnc1NC(=O)Cn1nc(C)c([N+](=O)[O-])c1C | ? | .
O=C(NC(=S)Nc1ccc(Br)cc1)C1CCCCC1 | ? | .
Cc1cc(C(=O)CSc2nnc(-c3ccc(Cl)cc3)n2C)c(C)n1CC1CCCO1 (stereo not drawn) | 18% | -3
CCc1cc2cc(C(=O)N3CCN(c4ccccc4)CC3)sc2s1 | 7% | 9
CCCCn1c(N)c(N(CC(C)C)C(=O)c2cc(Cl)nc3ccccc23)c(=O)[nH]c1=O | ? | .
CCc1cc(=O)oc2c(CN3CCN(C)CC3)c(O)c(Cl)cc12 | ? | .
Cc1ccc(/C=N\NC(=O)Cn2nnc3ccccc32)o1 | ? | .
CCOC(=O)c1c(C)c(C(=O)NCCOC)c(C)n1CC | ? | .
Cc1cc(=O)c2cc(NC(=O)c3ccccc3Cl)ccc2[nH]1 | ? | .
Cc1ccc(-c2cc3c(N=O)c4ccccc4c-3n[nH]2)cc1 | 1% | 6
Cc1ccc(OCC(=O)Nc2ccc(-c3nc4ncccc4o3)cc2)c(C)c1 | ? | .
CC1(NC(=S)NCCCCCCNC(=S)NC2(C)CCS(=O)(=O)C2)CCS(=O)(=O)C1 (stereo not drawn) | 13% | 6
CC1=C(C(=O)OC(C)(C)C)C(c2ccc(Br)cc2)NC(=O)N1CCCC(=O)O (stereo not drawn) | 7% | 8
Cc1ccc2cc(-c3noc(C(C)(C)C)n3)c(=O)[nH]c2c1 | 20% | -25
COc1cc2nc(C(C)(C)C)oc(=O)c2cc1OC | 19% | -4
COc1ccc(O[C@H]2C=C[C@@H](c3ccccc3)O[C@@H]2COC(=O)CC/C(C)=N/O[C@@H](C)c2cc(-c3c(C)cc(C)cc3C)no2)cc1 | ? | .
CC(C)(C)NC(=O)NC(=O)CSc1cccc(C(F)(F)F)c1 | i | -21
O=C(CCC(=O)N1CCOc2ccc(Cl)cc21)NCCCN1CCOCC1 | -6% | 9
COc1cc(/C=C2/SC(=S)N(C)C2=O)ccc1OC(=O)c1ccco1 | i | 6
O=C(CN1CCNCC1)Nc1ccccc1Cl | ? | .
CCOc1cc(C#N)c(NC(=O)Cn2nnc3ccccc32)cc1OCC | ? | .
CSCCCN1CCCC(CO)(Cc2ccc(F)cc2)C1 (stereo not drawn) | 6% | 18
NC(=O)COc1cc2oc(=O)c3c(c2cc1Cl)CCCC3 | i | 24
CCOC(=O)N1CCN(C(=O)CSc2nnc(-c3cccc(OC)c3)o2)CC1 | ? | .
O=C(NCc1ccc(F)cc1)C1CCN(S(=O)(=O)N2CCOCC2)CC1 | ? | .
O=C(O)CCSCCC(=O)O | ? | .
Cc1ccccc1Nc1nc(N)nc(CN(C)c2ccccc2)n1 | ? | .
COc1ccc(N2CCN(C(=O)Cc3ccc(Br)cc3)CC2)cc1 | -15% | .
CCCN(CCC)S(=O)(=O)c1ccc(C(=O)Nc2ccc(OCC(=O)N3CCOCC3)cc2)cc1 | ? | .
CCOCCn1c(SCc2ccc(F)cc2)nc2c1c(=O)[nH]c(=O)n2C | ? | .
CCOc1cc(NC(=S)NCCCN2CCOCC2)c(OCC)cc1NC(=O)c1cccc(C)c1 | 5% | 14

# Next part:
mol | Lipid storage S3 | Lipid storage S3 cell count max
CCCC(C(=O)c1ccccc1)n1cncn1 (stereo not drawn) | 81% | -10
CCS(=O)(=O)N1CCN(C(=O)c2cccnc2)CC1 | ? | .
CC(=O)Nc1ccc(S(=O)(=O)Nn2cnnc2)cc1 | -14% | -12
COc1ccc2c(c1)nc(N)n2Cc1ccccc1 | ? | .
Fc1ccc(C2=NN(c3ccccc3)C(c3ccco3)C2)cc1 (stereo not drawn) | ? | .
CC1CCN(CCCCOc2ccc(Br)cc2)CC1 | ? | .
O=C(Cn1c2c(c(-c3ccccc3Cl)cc1=O)CCC2)NCC1CCCO1 (stereo not drawn) | ? | .
Cc1occc1C(=O)NNC(=O)COc1ccc(Br)cc1Br | ? | .
CCOc1cc2c(cc1OCC)C(c1ccc(OC)cc1)N(c1ccccc1)C(=O)C2 (stereo not drawn) | 7% | -10
O=C(COc1ccc(/C=N/NC(=O)c2ccccc2O)cc1)Nc1ccccc1 | 9%[9.22 µM] | -18
CCCN1C(=O)c2ccc(C(=O)Nc3ccc4c(c3)OCO4)cc2C1=O | ? | .
Cc1ccc(SC2=C(Sc3ccc(C)cc3)C(=O)c3ccccc3C2=O)cc1 | ? | .
COc1ccc(-c2nncnn2)cc1 | ? | .
CCOC(=O)C1CCCN(c2c(NCC3CCCO3)c(=O)c2=O)C1 (stereo not drawn) | ? | .
CCC(=O)NC(=S)Nc1ccc(Cl)cn1 | -8% | 9
Cc1ccccc1-n1c(=O)cc(N2CCN(Cc3ccccc3)CC2)[nH]c1=O | ? | .
N#Cc1cccc(NC(=O)CCNS(=O)(=O)c2ccc3[nH]c(=O)oc3c2)c1 | i | -8
COc1ccc(-n2nnnc2SCC#CCO)cc1 | i | -7
Cc1ccc(S(=O)(=O)c2c(C)nn(C(C)(C)C)c2OC(=O)C2CCCC2)cc1 | -2% | 0
CC1CC(C)CN(CCOc2ccc(Cl)cc2Cl)C1 (stereo not drawn) | i | -19
Cc1ccc(N(CC(=O)Nc2cccc(N(C)S(C)(=O)=O)c2)S(C)(=O)=O)cc1 | ? | .
COc1cccc(C(=O)N/N=c2\oc3c(OC)cccc3cc2C(=O)NCc2ccccc2)c1 | 12% | 0
C=CCN(C(=O)c1csnn1)C(C(=O)NCc1ccccc1)c1cccs1 (stereo not drawn) | ? | .
O=C(NCc1ccco1)c1ccc(Cn2c(=O)c3ccccc3n(Cc3ccc(Cl)cc3)c2=O)cc1 | ? | .
COc1cccc(Nc2nc(N)c([N+](=O)[O-])c(NCc3ccco3)n2)c1 | 5% | 7
O=C(O)C1CCC(CNS(=O)(=O)c2ccc(Cl)cc2)CC1 (stereo not drawn) | 1% | 7
COc1ccc(Cn2c(=N)c(C(=O)NC3CCCCC3)cc3c(=O)n4ccccc4nc32)cc1 | ? | .
Cc1ccc(Cl)cc1N1CCN(C(=O)Cc2cn(C)c3ccccc23)CC1 | -12% | .
O=C(COC(=O)/C=C/c1ccc2ccccc2n1)NNC(=O)c1ccc([N+](=O)[O-])cc1 | ? | .
Cc1ccc(N(C)C(=O)N2CCN(S(=O)(=O)c3ccc4ccccc4c3)CC2)cc1 | ? | .
COc1ccc2ccccc2c1CNC(C)c1ccccc1 (stereo not drawn) | 0% | -1
Cc1ccc(/C=N/NC(=O)CNC(=O)c2ccc(C)c([N+](=O)[O-])c2)o1 | 28% | 21
CCCC(=O)N1c2ccccc2C(N(C(C)=O)c2ccccc2)CC1C (stereo not drawn) | -1% | 10
CCCCN(C)CCn1c(=S)[nH]c2ccc(N3CCOCC3)cc2c1=O | i | .
CCO[C@H]1OC(C(=O)NCc2nc3ccccc3[nH]2)=C[C@@H](c2ccccc2)[C@@H]1CCCO | 0% | 5
Cc1ccc(Sc2ccc(CO)cc2[N+](=O)[O-])cc1 | ? | .
COc1cccc(-n2nnc3c(=O)n(CC(=O)N4CCC(C)CC4)cnc32)c1 | 17% | 0
O=C(O)C1OC(Oc2cc3oc(-c4ccccc4)cc(=O)c3c(O)c2O)C(O)C(O)C1O (stereo not drawn) | -13% | -20
O=c1c2cc(NC(=S)N3CCC(N4CCCCC4)CC3)ccc2nc2n1CCCCC2 | ? | .
Cc1cc(C)cc(-n2nnc(C(=O)NCc3ccccc3)c2N)c1 | i | .
CCC(=O)OCC(=O)N=c1sccn1Cc1ccc(C)cc1 | ? | .
Cc1ccc(NC(=O)C2CCN(C(=O)NC3CCCCC3)CC2)c(C)c1 | 5% | 5
O=C(c1c(F)cccc1F)N1CCCC(c2nc(-c3ccc(Cl)cc3)no2)C1 (stereo not drawn) | ? | .
CC(=O)Nc1ccc(S(=O)(=O)Nc2cc(C)cn(Cc3ccc(C)cc3)c2=O)cc1 | ? | .
OC(CCN1CCCCC1)c1ccc(-c2ccccc2)cc1 (stereo not drawn) | 14% | .
CCn1c(CNc2ccc(F)cc2)nnc1SCC(=O)N1CCCc2ccccc21 | ? | .
CCOc1cc(N2CCOCC2)c(OCC)cc1NC(=O)c1cc(C)cc(C)c1 | ? | .
O=C(CCCn1ncn2c(cc3occc32)c1=O)NCc1ccccc1F | ? | .
COCc1ccc(CN2CCC(C(=O)Nc3cccc(-c4cccc(Cl)c4)c3)CC2)o1 | ? | .
COc1cccc(C(=O)NNC(=S)NC2CCCCC2)c1 | -4% | 11
COc1ccc(CCSc2nnc(C3CCCCC3)n2N)cc1 | ? | .
Cc1c(Br)c([N+](=O)[O-])nn1C(C)C(=O)NCc1cccs1 (stereo not drawn) | ? | .
COc1cc(C)c(S(=O)(=O)n2c([N+](=O)[O-])cnc2C)cc1C | ? | .
O=C(Cc1cn(-c2ccccc2)nc1-c1ccccc1)N1CCCCC1 | ? | .
O=C(O)c1cccc(-c2nnn(Cc3ccccc3)n2)c1 | 1% | 2
COC(=O)Nc1ccc(S(=O)(=O)N2CCCC(C(=O)Nc3cccnc3)C2)cc1 (stereo not drawn) | 1% | -11
O=c1ccc(-c2ccccc2)no1 | ? | .
CC/C(=C\C(=O)c1ccncc1)Nc1ccc(O)cc1 | ? | .
CC(=O)N(C)c1ccc(NC(=O)Cc2cccs2)cc1 | ? | .
COc1ccc(NC(=O)C2=CC(c3ccc(OC)c(OC)c3)=NS(=O)(=O)N2C)cc1 | ? | .
Cc1ccc(O)c(N=Cc2ccc(C)s2)c1 | i | -6
